BH1578 lux ind: quorum light induction in luxS cqsA deficient V. cholerae; V. cholerae BH1578 lux reporter, luminescence, 6 h; AID 588436; activation, % at 18.7 µM; 0.16% of 350,000 active; in the data active = activation mostly above about 9.7%, no sharp cut-off; inconclusive = no clear call, values can overlap the other calls; inactive = mostly below about 3.7%; also: not every result past the cut was called active; inactives centre near 0; reference of the scale not given here
SSB-PriA inh: K. pneumoniae PriA-SSBct interaction inhibition; inhibition, % at 33 µM; AlphaScreen SSBct-PriA binding, biotinylated peptide; 0.6% of 430,000 active; in the data active = inhibition mostly above about 37%, no sharp cut-off; inactive = mostly below about 20%;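 also: plate controls were negative control peptide for no effect and reference peptide for full effect; strong numbers were not always called active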
TcdB inh: TcdB glycohydrolase inhibition | P18177 | TcdB glycohydrolase enzymatic assay, plate reader | inhibition, % at 9.99 µM | 0.24% of 350,000 active; in the data active = inhibition above about 10%
Target sequence (P18177 whole entry, looked up): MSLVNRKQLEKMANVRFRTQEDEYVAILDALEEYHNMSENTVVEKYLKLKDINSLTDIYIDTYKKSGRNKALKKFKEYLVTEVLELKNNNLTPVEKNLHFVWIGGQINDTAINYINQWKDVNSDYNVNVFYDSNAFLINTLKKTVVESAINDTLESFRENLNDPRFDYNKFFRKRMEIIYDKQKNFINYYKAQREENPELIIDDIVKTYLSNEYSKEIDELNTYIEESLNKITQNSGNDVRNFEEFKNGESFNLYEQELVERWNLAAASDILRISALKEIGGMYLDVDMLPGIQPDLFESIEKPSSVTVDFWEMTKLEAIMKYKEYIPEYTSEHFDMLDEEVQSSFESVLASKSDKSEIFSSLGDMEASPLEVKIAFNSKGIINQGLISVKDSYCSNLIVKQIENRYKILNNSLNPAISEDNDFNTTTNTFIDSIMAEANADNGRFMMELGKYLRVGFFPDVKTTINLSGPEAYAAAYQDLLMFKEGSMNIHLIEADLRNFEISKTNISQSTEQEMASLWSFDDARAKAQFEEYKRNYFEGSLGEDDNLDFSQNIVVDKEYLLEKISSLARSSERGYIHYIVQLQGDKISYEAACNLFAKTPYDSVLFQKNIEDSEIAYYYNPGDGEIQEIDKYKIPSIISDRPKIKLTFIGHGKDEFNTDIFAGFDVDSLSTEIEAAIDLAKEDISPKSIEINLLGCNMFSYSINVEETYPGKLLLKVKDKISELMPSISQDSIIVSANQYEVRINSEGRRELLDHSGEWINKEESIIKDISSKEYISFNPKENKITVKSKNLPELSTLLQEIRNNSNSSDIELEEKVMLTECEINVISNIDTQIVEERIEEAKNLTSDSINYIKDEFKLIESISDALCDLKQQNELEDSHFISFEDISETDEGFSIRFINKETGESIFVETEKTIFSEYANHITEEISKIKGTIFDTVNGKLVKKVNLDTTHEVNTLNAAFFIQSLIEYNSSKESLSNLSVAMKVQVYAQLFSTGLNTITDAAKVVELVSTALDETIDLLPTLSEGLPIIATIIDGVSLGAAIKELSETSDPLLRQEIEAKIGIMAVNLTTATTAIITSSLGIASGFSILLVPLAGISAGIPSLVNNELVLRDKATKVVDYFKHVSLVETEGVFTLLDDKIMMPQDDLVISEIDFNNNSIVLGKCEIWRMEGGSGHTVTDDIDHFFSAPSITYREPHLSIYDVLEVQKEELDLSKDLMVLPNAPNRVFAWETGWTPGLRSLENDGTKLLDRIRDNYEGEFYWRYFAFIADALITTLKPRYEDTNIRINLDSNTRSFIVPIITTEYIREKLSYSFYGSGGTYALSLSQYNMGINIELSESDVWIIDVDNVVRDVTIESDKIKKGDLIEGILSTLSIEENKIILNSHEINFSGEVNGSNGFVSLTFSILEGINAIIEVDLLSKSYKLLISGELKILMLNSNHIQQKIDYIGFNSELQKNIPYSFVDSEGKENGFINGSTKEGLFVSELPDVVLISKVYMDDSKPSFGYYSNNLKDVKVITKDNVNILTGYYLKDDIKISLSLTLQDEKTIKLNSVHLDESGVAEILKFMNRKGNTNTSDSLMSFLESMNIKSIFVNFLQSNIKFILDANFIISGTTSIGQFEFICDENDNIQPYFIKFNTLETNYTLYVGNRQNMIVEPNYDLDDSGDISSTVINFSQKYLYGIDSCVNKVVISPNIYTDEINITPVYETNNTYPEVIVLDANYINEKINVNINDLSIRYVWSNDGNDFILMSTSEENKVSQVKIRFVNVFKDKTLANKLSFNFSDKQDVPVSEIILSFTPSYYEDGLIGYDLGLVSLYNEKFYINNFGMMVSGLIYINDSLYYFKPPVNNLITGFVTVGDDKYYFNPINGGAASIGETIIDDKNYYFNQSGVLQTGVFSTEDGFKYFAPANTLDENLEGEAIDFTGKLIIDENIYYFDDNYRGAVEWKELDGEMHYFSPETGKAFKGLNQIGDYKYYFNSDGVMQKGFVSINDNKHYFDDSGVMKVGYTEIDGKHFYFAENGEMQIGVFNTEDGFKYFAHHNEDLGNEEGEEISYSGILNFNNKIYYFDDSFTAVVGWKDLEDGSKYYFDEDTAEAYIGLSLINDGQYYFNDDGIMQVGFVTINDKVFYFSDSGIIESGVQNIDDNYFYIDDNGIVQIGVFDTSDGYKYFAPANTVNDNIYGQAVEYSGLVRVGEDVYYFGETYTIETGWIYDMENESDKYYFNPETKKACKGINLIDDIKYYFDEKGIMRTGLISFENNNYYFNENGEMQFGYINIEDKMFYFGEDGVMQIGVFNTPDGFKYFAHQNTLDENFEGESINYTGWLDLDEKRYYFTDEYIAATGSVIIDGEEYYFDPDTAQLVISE
Y pestis TopoI: blocks Yersinia pestis topoisomerase I activity. Y. pestis Topo-I cleavage product accumulation, plate reader. activity, % at 10 µM. 0.064% of 360,000 active. AID 504884; in the data active = activity above about 50%, passing the limit was not always enough; inconclusive = no clear call, values can overlap the other calls; also: inactives centre near 2
Anthrax LF prot: anthrax lethal factor protease inhibition | multiplex microsphere protease cleavage assay, LF | inhibition, % at 10 µM | 0.12% of 360,000 active | AID 588501; also: plate controls were buffer without enzyme for full effect and enzyme alone for no effect
PrPC TRFRET: reduces human prion protein on the cell surface. 0.43% of 370,000 active. P04156. cell surface PrPC, TR-FRET read-out. inhibition, % at 13.8 µM; in the data active = inhibition above about 24%; also: 0% = median of the test wells and 100% = reference compound wells
BoNT A protease: inhibitors of Botulinum neurotoxin A light chain protease. multiplex microsphere protease substrate cleavage, flow cytometry. inhibition, % at 10 µM. 0.17% of 360,000 active; also: plate controls were buffer without enzyme for full effect and enzyme alone for no effect
SARS 3CLpro inh: SARS-CoV 3CLpro protease inhibition | 0.14% of 290,000 active | AID 1706 | inhibition, % at 6 µM | recombinant SARS-CoV 3CLpro, quenched FRET peptide cleavage; in the data active = inhibition above about 12%
PfHsp40 yeast: rescue of PfHsp40-mediated yeast toxicity. S. cerevisiae expressing PfHsp40, growth rescue, ATP luminescence. 0.68% of 340,000 active. growth rescue, % at 12.5 µM; in the data active = growth rescue above about 28%, passing the limit was not always enough; inconclusive = no clear call, values can overlap the other calls;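 also: yeast W303a lacking pdr1 and pdr3 grown in galactose medium; growth measured after three days at 30 °C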
* = called active by the depositor; i = inactive; ? = inconclusive; . = not tested or not shown; & = joins results of further samples. Rule as the data show it, unless noted: active = inhibition above about 30%; inconclusive = no clear call, values can overlap the other calls; inactive = below that.

| Molecule | BH1578 lux ind | SSB-PriA inh | TcdB inh | Y pestis TopoI | Anthrax LF prot | PrPC TRFRET | BoNT A protease | SARS 3CLpro inh | PfHsp40 yeast |
| --- | --- | --- | --- | --- | --- | --- | --- | --- | --- |
| COC(=O)C1=C(C)N(CCCC(=O)O)C(=O)NC1c1cccc(Cl)c1Cl (stereo not given) | i | 21.5 | 8.8 | 5.6 | -5.8 | 2.0 | -0.3 | . | -1.5 |
| c1ccc(C[C@H]2CNCCN2CC2(c3ccccc3)CC2)cc1 | -0.8 | 5.0 | -2.7 | 1.3 | -6.9 | 5.2 | -0.5 | . | 0.0 |
| CCOc1ccc(C(=O)NCC(=O)N2CC=C(c3ccccc3)CC2)cc1OCC | 0.7 | 4.7 | 2.0 | 3.0 | -3.6 | 3.4 | -1.3 | . | -0.4 |
| COc1cc(/C=C/C(=O)OCC(=O)NCc2ccccc2OC)ccc1O | -2.4 | -2.6 | 0.7 | 2.3 | 11.0 | -0.9 | 2.9 | . | 0.2 |
| COc1cccc(N2C(=O)CC(c3c[nH]c4ccccc34)C2=O)c1 (stereo not given) | 4.2 | 6.6 | . | -13.2 | 3.4 | -3.7 | 0.2 | 5.2 | 1.3 |
| CCCCc1ccc(NC(=O)CSCc2cc(=O)[nH][nH]2)cc1 | -12.5 | 6.4 | . | 5.7 | -1.0 | 6.5 | 3.6 | -1.3 | -0.7 |
| Cc1ccc(S(=O)(=O)N2CCN(C(=O)COC(=O)/C=C/c3ccc(OC(F)F)cc3)CC2)cc1 | i | -4.2 | -0.4 | 24.2 | -9.5 | 5.8 | -0.9 | . | -1.0 |
| CCN(CC(=O)Nc1ccc(C#N)c(Cl)c1)CC(=O)NC(C)(C)C | i | -3.1 | 0.3 | -7.9 | -2.1 | 2.1 | 0.1 | 1.1 | -0.3 |
| CN1CCN(C(=O)c2ccccc2NC(=O)c2ccccc2)CC1 | -0.5 | -10.3 | 2.3 | -2.4 | 1.9 | -4.3 | 1.9 | -1.1 | -0.9 |
| CC(=O)Nc1ccc(S(=O)(=O)Nc2cc(-c3ccccc3)nn2C)cc1 | -0.6 | -18.0 | -0.7 | 0.2 | 1.6 | -1.4 | 0.5 | -1.5 | -0.5 |
| CC(=O)N(C(C)=O)c1nc2nc(C)cc(C)n2n1 | 6.2 | 6.9 | . | 10.3 | -4.0 | -3.7 | 1.9 | -0.2 | 1.4 |
| CCOc1ccc(OCCC(=O)N(CC)CC(=O)NCc2ccc(Cl)cc2)cc1 | i | 3.3 | 2.3 | 23.9 | 2.2 | 2.0 | 2.1 | . | 0.1 |
| CC1Cc2nc(SCC(=O)N3CCN(c4ccccc4)CC3)n(CCc3ccccc3)c(=O)c2S1 (stereo not given) | -0.1 | 0.7 | 0.3 | 21.6 | -4.7 | 7.5 | -1.0 | 3.1 | 0.2 |
| CC(C)N1CCc2c(sc(NC(=O)c3cc4cc([N+](=O)[O-])ccc4s3)c2C(N)=O)C1 | -0.3 | -3.0 | 1.6 | -25.3 | -5.6 | -7.8 | 1.5 | -2.5 | -0.3 |
| Cn1nc([N+](=O)[O-])nc1Oc1ccccc1C(=O)N1CCOCC1 | i | -15.1 | 1.7 | 8.0 | -1.6 | -16.5 | 0.0 | 2.9 | 0.2 |
| CC1CCCN(c2ccc(C(=O)Nc3ccc4c(c3)OCO4)cc2[N+](=O)[O-])C1 (stereo not given) | 4.9 | 9.9 | . | 3.7 | -3.5 | 31.0* | -0.9 | -1.9 | 5.2 |
| CCOC(=O)c1cc(-c2ccccc2)nc2c(O)cccc12 | i | 2.7 | -1.3 | 10.6 | -4.0 | -2.0 | -0.4 | . | 2.4 |
| Cn1[nH]c(C(F)(F)F)c(C=NCc2ccc(Cl)cc2)c1=O | i | 8.5 | 1.1 | -6.7 | 1.6 | -1.5 | -0.8 | 1.4 | -0.5 |
| O=C(c1cnc(Cl)c(Cl)c1)N1CCN(S(=O)(=O)c2cccs2)CC1 | i | . | 0.5 | 10.4 | -1.5 | 11.5 | -0.3 | . | . |
| COC(=O)C1(NC(=O)NC23CC4CC(CC(C4)C2)C3)CCCCC1 | i | -13.0 | 2.7 | -9.0 | -5.1 | -1.5 | -1.4 | 2.6 | -0.6 |
| OCCOCC#CCN1CCOCC1 | . | -17.8 | . | 5.5 | -4.9 | -0.4 | -0.3 | 1.6 | 0.0 |
| COc1cccc(C(=O)N/N=C/c2ccc(OC3CSC3)cc2)c1 | -4.0 | . | . | 1.1 | . | 8.5 | . | 2.4 | -0.8 |
| CC(C)NC(=O)N(C)C[C@H]1OCc2cnnn2CCCC(=O)N([C@@H](C)CO)C[C@H]1C | -0.4 | . | 0.3&-1.6 | 0.1 | -7.3 | 3.1 | -0.7 | . | . |
| CCC(C)NS(=O)(=O)c1ccc(NC(=O)C2CCN(C(=O)c3ccco3)CC2)cc1 (stereo not given) | -1.4 | -12.8 | -0.8 | 1.4 | 6.5 | 2.2 | 1.7 | 4.5 | 1.1 |
| Cc1noc(C)c1C(=O)Nc1sc(C)c(-c2ccccc2)c1C#N | i | 6.8 | . | -0.2 | -1.9 | -2.7 | ? | -2.9 | -1.5 |
| CCc1nnc(NS(=O)(=O)c2ccc(NC(=O)c3ccco3)cc2)s1 | -0.2 | -13.3 | 3.5 | 3.5 | -3.5 | 0.4 | 0.6 | -1.0 | 0.0 |
| O=C(CN1C(=O)NC2(CCCCCC2)C1=O)NCCc1ccccc1 | i | -19.5 | 0.0 | 2.4 | 0.7 | 1.6 | -0.4 | . | 0.6 |
| O=C(Nc1cccc(NC(=O)c2ccco2)c1)c1ccc2c(c1)OCO2 | -0.5 | -14.5 | -1.1 | -4.7 | -3.7 | 4.3 | 0.4 | 2.0 | 0.2 |
| Cc1nc2c3ccccc3nc(NNC(=O)CCC(=O)N3CCN(c4ccc(F)cc4)CC3)n2n1 | i | 1.1 | -1.4 | 9.0 | -4.3 | 4.7 | 0.1 | -2.5 | 1.7 |
| COc1ccc(C(=O)N2CC=C(c3ccccc3)CC2)cc1S(=O)(=O)N1CCOCC1 | -1.3 | -5.1 | . | 22.5 | -2.2 | 4.0 | 0.1 | 1.4 | 1.9 |

Single records, as listed above:
CCC(C)NS(=O)(=O)c1ccc(NC(=O)C2CCN(C(=O)c3ccco3)CC2)cc1 (stereo not given) reads BH1578 lux ind: -1.4; SSB-PriA inh: -12.8; TcdB inh: -0.8; Y pestis TopoI: 1.4; Anthrax LF prot: 6.5; PrPC TRFRET: 2.2; BoNT A protease: 1.7; SARS 3CLpro inh: 4.5; PfHsp40 yeast: 1.1
Cn1[nH]c(C(F)(F)F)c(C=NCc2ccc(Cl)cc2)c1=O reads BH1578 lux ind: i; SSB-PriA inh: 8.5; TcdB inh: 1.1; Y pestis TopoI: -6.7; Anthrax LF prot: 1.6; PrPC TRFRET: -1.5; BoNT A protease: -0.8; SARS 3CLpro inh: 1.4; PfHsp40 yeast: -0.5

Next part.
| Molecule | BH1578 lux ind | SSB-PriA inh | TcdB inh | Y pestis TopoI | Anthrax LF prot | PrPC TRFRET | BoNT A protease | SARS 3CLpro inh | PfHsp40 yeast |
| --- | --- | --- | --- | --- | --- | --- | --- | --- | --- |
| CCc1cc2c(-c3ccccc3)cc(=O)oc2cc1OC(=O)c1cccs1 | i | -11.3 | 1.0 | 0.2 | 1.3 | 0.1 | 0.4 | -1.1 | -0.2 |
| CC1=CN2C(=N)/C(=C/c3ccc(Sc4ccc(C)cc4)o3)C(=O)N=C2S1 | i | -10.2 | 0.6 | 16.5 | 2.6 | 0.1 | 4.5 | -1.1 | -1.9 |
| CCOC(=O)Cc1csc(NC(=O)CSc2nc(=O)[nH]c3c2CCCC3)n1 | -0.7 | -10.0&-7.1 | -1.1 | 14.2 | . | -4.1 | . | . | -0.1 |
| Cc1cc(C)c(CN2CCN(C(=O)Cn3ccc(NC(=O)OCc4ccccc4)nc3=O)CC2)c(C)c1 | -13.8 | 13.3 | -2.0 | 21.5 | -0.5 | 10.9 | 0.6 | . | 0.1 |
| Cc1nn(CC(=O)Nc2ccc3c(c2)nc(CCN2CCCCC2)n3C)c(=O)c2ccccc12 | -0.1 | 8.7 | 0.1 | 1.9 | -1.1 | -1.6 | -1.0 | 3.8 | 0.6 |
| O=C1NCN(c2ccccc2)C12CCN(C(c1ccnc3ccccc13)c1nnnn1Cc1ccccc1)CC2 (stereo not given) | . | . | 1.9 | . | -3.6 | 2.6 | -0.6 | . | . |
| Cc1cccc(CCNCc2c(C(=O)O)c(C)n(-c3ccccc3)c2C)c1 | -1.8 | 3.6 | 3.0 | 6.6 | 1.0 | 0.7 | -0.8 | -1.3 | -2.6 |
| Cc1c(C(=O)NCCc2ccccc2)oc2ccccc12 | -0.2 | -17.1 | 1.0 | 17.7 | -4.8 | 2.8 | -2.6 | -0.8 | 1.6 |
| C=CCC(O)(CC=C)CNC(=O)c1ccc(OC)c(OC2CCN(C(C)=O)CC2)c1 | -0.3 | -3.8 | 0.2 | -4.0 | -1.1 | 11.3 | 0.7 | 3.9 | -2.0 |
| C/C(=N\NC(=S)Nc1cc(S(=O)(=O)N2CCOCC2)ccc1Cl)c1ccc(N2CCOCC2)cc1 | -0.3 | . | 1.0 | 8.3 | -1.8 | -1.2 | -0.4 | 3.4 | -0.1 |
| CC(C)CNC(=O)c1coc(=O)c(Br)c1 | -0.2 | -10.4 | . | -0.6 | -8.2 | -1.6 | 0.3 | -4.8 | -0.3 |
| COc1cc(C2C(C#N)=C(N)Oc3cc(C)oc(=O)c32)cc2c1OCO2 (stereo not given) | -0.4 | -12.4 | . | -8.5 | -5.8 | 1.0 | -0.5 | 7.8 | 0.5 |
| C=CCNC(=O)c1cc(Cl)ccn1 | i | -6.4 | 0.5 | 2.5 | 1.7 | -0.4 | 0.2 | -1.9 | 2.4 |
| CS(=O)(=O)N1c2ccccc2[C@@]2(Br)C[C@H]3C(=O)N[C@@H](Cc4ccccc4)C(=O)N3[C@@H]12 | i | -13.8 | -9.5 | 3.0 | -0.6 | 2.7 | -0.6 | . | -0.1 |
| O=C(CSc1nnc(-c2ccncc2)n1-c1ccccc1)NC1CC1 | -1.6 | -9.0 | 0.7 | 5.9 | -8.2 | 4.5 | -2.0 | 6.1 | -0.9 |
| Cc1nnc(NC(=O)C(C)Sc2nnc(CNC(=O)c3ccccc3F)n2C)s1 (stereo not given) | 0.7 | -11.5 | -1.7 | -3.6 | ? | -2.6 | 4.1 | . | -2.1 |
| CN(CC(=O)N1CCc2ccccc21)S(=O)(=O)c1ccc(Br)s1 | i | -11.3 | . | -2.4 | 0.6 | -7.3 | 1.3 | 5.5 | 1.5 |
| CC(=O)NC(Cc1ccc(N(CCCl)CCCl)cc1)C(=O)NCC(=O)NCC(=O)O (stereo not given) | i | -14.4 | -0.5 | 4.5 | -4.7 | -2.7 | -0.6 | 2.3 | -0.2 |
| COc1cccc(/C=C2\CCC(C3CCCC3)C2=O)c1 (stereo not given) | -0.6 | -25.7 | -0.2 | 47.3 | 6.2 | -2.2 | 0.1 | -1.3 | -0.3 |
| C=CCNc1nnc(Cc2ccc(F)cc2)c(=O)[nH]1 | i | 8.0&-10.3 | 0.6 | 7.0 | -1.3 | -0.3 | -1.7 | 4.2 | -0.5 |
| CCN(CC)S(=O)(=O)c1ccc(C)c(NC(=O)COC(=O)C=C(C)C)c1 | -0.4 | -2.5 | -0.9 | -3.5 | 2.2 | 8.4 | 0.2 | 0.3 | -0.1 |
| CCOC(=O)N(CC)c1ccc(C(O)(C(=O)OC)C(F)(F)F)cc1 (stereo not given) | -0.4 | -4.3 | . | 3.8 | ? | 2.4 | -0.5 | 0.8 | -0.7 |
| Cc1cccc2c(N=Nc3ccc(S(=O)(=O)Nc4cccc(Cl)c4)cc3[N+](=O)[O-])c(O)[nH]c12 | 0.1 | -10.3 | 1.2 | -7.2 | -2.1 | -2.0 | -0.6 | 3.4 | -0.7 |
| COc1ccc([C@H]2C[C@H](O)[C@@H](n3cc(C4CC4)nn3)CN2C(=O)c2cccs2)cc1 | -0.5 | . | 0.9 | -2.2 | -5.1 | 7.7 | 0.2 | . | . |
| Oc1cccc(C=NCc2ccccc2)c1 | 14.8 | -0.7 | . | 5.2 | 2.7 | -0.9 | 0.2 | 0.7 | -0.4 |
| CCOC(=O)C1CCCN(S(=O)(=O)CCNC(=O)c2cccc(OC)c2)C1 (stereo not given) | 1.0 | -9.4 | -1.1 | -1.4 | -1.4 | 2.5 | -1.6 | . | 0.1 |

These rows are one share of the data. The share of hits here may be higher or lower than overall.
